PLK1 PBD inh – qHTS for Inhibitors of PLK1-PDB (polo-like kinase 1 - polo-box domain): Primary Screen. Serine/threonine-protein kinase PLK1 (Homo sapiens), P53350. Plk1 PBD binding of FITC phosphopeptide, fluorescence polarization. Potency, µM, for the others: max response, negative = inhibition, actives largely listed as inhibitors. actives 2.8% (n = 360,000); note: potency is the fitted concentration of half-maximal effect; series mostly up to about 57 µM; % is set by controls: 0 for no effect and ±100 for the full control effect; nearly all actives have a fitted effect of over 65% in size
Target sequence (P53350 whole entry, looked up, the tested form may be a part): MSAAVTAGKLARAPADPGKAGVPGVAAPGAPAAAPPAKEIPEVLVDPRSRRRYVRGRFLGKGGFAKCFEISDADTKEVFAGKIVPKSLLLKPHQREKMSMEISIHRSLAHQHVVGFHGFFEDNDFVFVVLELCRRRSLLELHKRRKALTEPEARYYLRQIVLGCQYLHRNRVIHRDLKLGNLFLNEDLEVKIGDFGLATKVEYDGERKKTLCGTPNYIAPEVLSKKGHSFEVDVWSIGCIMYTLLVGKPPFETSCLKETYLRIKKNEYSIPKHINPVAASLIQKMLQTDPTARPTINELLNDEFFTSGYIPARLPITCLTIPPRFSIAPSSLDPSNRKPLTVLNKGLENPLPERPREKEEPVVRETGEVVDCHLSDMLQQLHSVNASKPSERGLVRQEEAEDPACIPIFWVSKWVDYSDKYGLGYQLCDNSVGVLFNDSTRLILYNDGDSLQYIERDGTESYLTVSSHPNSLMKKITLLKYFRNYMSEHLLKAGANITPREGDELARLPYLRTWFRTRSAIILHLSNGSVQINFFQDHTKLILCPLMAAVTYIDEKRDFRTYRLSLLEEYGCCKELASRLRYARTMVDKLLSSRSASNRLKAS
EPAC1 ag – qHTS for Agonist of cAMP-regulated guanine nucleotide exchange factor 3 (EPAC1): primary screen; Rap guanine nucleotide exchange factor 3 (Homo sapiens), O95398; Potency, µM (series often up to 154 µM), inactives show top-dose activation, usual class: activators; actives 0.073% (n = 360,000); EPAC1 agonist qHTS, biochemical assay; response scale: 100% = response to 6.5 mM cAMP; note: potency is the fitted concentration of half-maximal effect; nearly all actives have a fitted effect of over 60% in size
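Compounds were pinned as a concentration titration into mixtures of EPAC1 (100 nM), BODIPY-GDP-loaded Rap1B (250 nM) and GDP (50 uM). After 5 min at room temperature, fluorescence was followed for 30 min; activity was scaled to 6.5 mM cAMP.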
aSyn rescue – qHTS of alpha-syn Inhibitors. Yeast expressing alpha-synuclein, growth rescue, BacTiter-Glo, 24 h. Potency, µM (highest dose often 46.1 µM), for inactives: at the top dose growth rescue (activation), usual class: activators. actives 0.14% (n = 370,000). AID 652106, 2013; note: potency is the fitted concentration of half-maximal effect; % of control where 0% means no effect; nearly all actives have a fitted effect of over 65% in size
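Readout is rescue of growth in alpha-synuclein-expressing yeast, so inhibitors of toxicity appear as activators. Growth after 24 hr at 30 deg C in galactose medium is quantified by luminescence.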
IL2 activator – qHTS of IL-2 Activators; IL-2 activation reporter assay, cell-based qHTS; stimulated with anti-CD3/CD4/CD28 beads; in transgenic mouse T cells; activation, % (series mostly up to about 46 µM); actives 0.065% (n = 360,000); AID 652025, 2013; in the data active = activation above about 50%; inconclusive = mostly about 30% to 49%; note: 0% is about no effect
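Unstimulated transgenic mouse T cells, 750 per well, received compound and, after 60 minutes, anti-CD3/anti-CD4 bead plus anti-CD28 stimulation. EGFP and DsRed were quantified after 18 hours.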
WRN inhibitor – qHTS for Inhibitors of WRN Helicase; Bifunctional 3'-5' exonuclease/ATP-dependent helicase WRN (Homo sapiens), Q14191; WRN helicase unwinding, fluorescent forked duplex, kinetic; Potency, µM (top dose mostly 114 µM), for the others: top-dose activity change, negative = inhibition, hits mostly inhibitors; actives 0.46% (n = 360,000); AID 651768, 2012; note: potency is the fitted concentration of half-maximal effect; % is set by controls: 0 for no effect and ±100 for the full control effect; nearly all actives have a fitted effect of over 55% in size
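Kinetic red-fluorescence monitoring (525/598 nm) tracks WRN helicase activity after 100 nM fluorophore-quencher forked duplex and 2 mM ATP are added to 20 nM enzyme pretreated 15 min at room temperature with compound.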
EPAC1 antagonist – qHTS for Antagonist of cAMP-regulated guanine nucleotide exchange factor 3 (EPAC1): primary screen | Potency, µM (titrated, usually from 115 µM), without a hit: at the highest dose activity change, negative = inhibition, usual class: inhibitors | EPAC1 GEF assay, Rap1b-BODIPY-GDP exchange fluorescence | Rap guanine nucleotide exchange factor 3 (Homo sapiens), O95398 | actives 0.14% (n = 360,000);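 note: potency is the fitted concentration of half-maximal effect; plate controls were vehicle for no effect and positive control for full effect; nearly all actives have a fitted effect of over 50% in size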
Abeta rescue – qHTS for compounds that reverse cellular toxicity of Amyloid beta (A-beta) peptide in yeast: Primary Screen | actives 0.063% (n = 410,000) | yeast expressing A-beta42, growth rescue, OD600, 48 h; response scale: 0% DMSO, 100% iron-clioquinol control | Potency, µM (titrated, usually from 46.1 µM), for inactives: top-dose growth rescue, hits mostly activators; note: potency is the fitted concentration of half-maximal effect; nearly all actives have a fitted effect of over 55% in size
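Growth rescue measured by 600 nm absorbance after 48 h yeast culture at 30 C with compound. Values normalized between DMSO and an equimolar ferric chloride plus clioquinol control.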
FUS yeast rescue – qHTS for Suppressors of FUS Proteinopathy: Primary screen using FUS-linked yeast assay; S. cerevisiae FUS-expressing, growth rescue, OD600, 24 h; Potency, µM (series often up to 76.6 µM), for inactives: at the top dose growth rescue (activation), usual class: activators; actives 0.24% (n = 390,000); AID 1347120, 2019;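 note: potency is the fitted concentration of half-maximal effect; plate controls were DMSO vehicle for no effect and reference control for full effect; nearly all actives have a fitted effect of over 55% in size; some results filed as inactive show a strong effect at the top dose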
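Galactose (2%) drives FUS expression in yeast precultured in raffinose; seeding density OD 0.005. Test compounds incubated 24hr at 30C and 99% humidity before absorbance at 600 nm was measured.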
PI5P4K alpha inh – qHTS for Inhibitors of phosphatidylinositol 5-phosphate 4-kinase (PI5P4K); Phosphatidylinositol 5-phosphate 4-kinase type-2 alpha (Homo sapiens), P48426; PI5P4Kalpha enzyme, ADP-Glo luminescence, 60 min; stronger effect = lower value; max response, %; actives 1.2% (n = 330,000); AID 652105, 2013; active = max response of -50% or lower; inconclusive = between -30% and -50%; inactive = -30% or higher; note: value at the top dose of about 77 µM; % is set by controls: 0 for no effect and ±100 for the full control effect
Target sequence (P48426 whole entry, looked up): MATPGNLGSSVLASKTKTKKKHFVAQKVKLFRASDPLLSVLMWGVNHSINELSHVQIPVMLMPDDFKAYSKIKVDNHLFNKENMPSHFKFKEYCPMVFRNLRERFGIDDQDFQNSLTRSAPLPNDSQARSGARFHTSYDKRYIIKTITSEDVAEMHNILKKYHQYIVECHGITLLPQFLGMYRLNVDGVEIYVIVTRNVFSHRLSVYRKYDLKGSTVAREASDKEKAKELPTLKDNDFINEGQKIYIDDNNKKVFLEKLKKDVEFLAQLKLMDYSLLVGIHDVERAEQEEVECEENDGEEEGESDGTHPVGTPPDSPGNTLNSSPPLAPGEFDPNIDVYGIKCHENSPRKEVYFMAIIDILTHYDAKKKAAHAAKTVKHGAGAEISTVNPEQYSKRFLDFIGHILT
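Human PI5P4Kalpha with substrate in 0.038 M HEPES pH 7.4, 0.28 mM EGTA, 0.1% CHAPS, 5% DMSO; reaction started with 5 microM ATP (final), 60 min at room temperature. ADP formed read by ADP-Glo luminescence.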
* hit, by the source's call; ? = inconclusive; . = no result given; [ ] = dose if it differs, or a comment. Unless noted, calls come from the whole dose curve; as a rule, active = well fitted curve in the direction sought with a large enough effect; inconclusive = small, poorly fitted or top-dose-only effect, or another doubt; inactive = no such curve, though single readings can be large; an effect the other way counts as inactive or inconclusive. This is a random part of the collection; about 4.1% have a hit in one of these screens.

nr	Structure	FUS yeast rescue	EPAC1 ag	IL2 activator	aSyn rescue	PI5P4K alpha inh
1	COc1cc(NC(=O)CSc2nnc3c(C)cc4cc(C)cc(C)c4n23)c(C(=O)O)cc1OC	11%	9%	-2.2	-4%	2
2	COc1cccc([C@@H]2CC=C(C(=O)O)[C@H](c3ccc(Cl)cc3)N2S(=O)(=O)c2ccc(C)cc2)c1	27%	2%	-0.2	-38%[inhibitor]	4
3	COc1ccc(C2CC(c3ccccc3)Nc3nc(NS(C)(=O)=O)nn32)cc1 (stereo unspecified)	-17%	-5%	0.0	15%	4
4	C[C@@H]1CN([C@H](C)CO)C(=O)CCCn2cc(nn2)CO[C@H]1CN(C)S(=O)(=O)c1ccc2c(c1)OCCCO2	-8%	7%	-2.5	-2%	-1
5	CCN(CC)CCCNc1nc(C)cc(COC)c1C#N	11%	9%	-0.6	0%	2
6	Cc1ccc(NC(=O)C2CCCN(c3ncccn3)C2)cc1C (stereo unspecified)	10%	-1%	0.8	-1%	4
7	Cc1ccccc1-c1nc(CN2CCC(C(=O)NCCCN3CCCC(C)C3)CC2)c(C)o1 (stereo unspecified)	-15%	3%	-2.6	-4%	2
8	NC(=O)c1nsc(C(=O)N(c2ccccc2)C(C(=O)NCc2ccc(F)cc2)c2ccc(O)cc2)c1N (stereo unspecified)	-1%	-2%	0.1	0%	5
9	CCOC(=O)C1CCN(CC(=O)Nc2cc(C)nn2-c2nc3ccccc3s2)CC1	-15%	-6%	3.4	3%	3
10	COc1cccc(-c2cc(C(=O)Nc3ccc([N+](=O)[O-])cn3)c3ccccc3n2)c1	3%	7%	-0.4	0%	-3
11	COc1ncccc1-c1nnn(-c2ccccc2)n1	-11%	5%	0.0	-5%	-3
12	COCCNc1nnc(SCC(=O)Nc2cc(C)on2)s1	-30%	1%	0.0	-5%	4

nr	EPAC1 antagonist	Abeta rescue	PLK1 PBD inh	WRN inhibitor
1	0%	-1%	-7%	-1%
2	?	0%	-10%	3%
3	9%	-3%	3%	-2%
4	-15%	-5%	-18%	2%
5	-23%	-5%	-10%	0%
6	-9%	-4%	-8%	8%
7	-16%	-7%	-15%	6%
8	18%	4%	0%	9%
9	0%	3%	-5%	7%
10	-2%	9%	6%	-13%
11	-5%	-6%	-11%	-1%
12	-6%	-14%	-8%	4%

The list goes on.
nr	Structure	FUS yeast rescue	EPAC1 ag	IL2 activator	aSyn rescue	PI5P4K alpha inh
13	O=C(N/N=C/C=C/c1ccccc1)c1cccnc1	13%	8%	5.5	1%	2
14	COc1cccc(C2CC(c3ccc(C)cc3)n3nc(N)nc3N2)c1 (stereo unspecified)	-11%	-23%	-2.4	9%	-5
15	O=C1NCCCC1C(=O)N/N=C/c1ccc([N+](=O)[O-])cc1 (stereo unspecified)	5%	-5%	-0.8	9%	7
16	O=C(NCCN1CCN(c2ccccc2F)CC1)C1CC(=O)N(C2CCCC2)C1 (stereo unspecified)	-3%	-7%	1.8	0%	.
17	COc1ccc(S(=O)(=O)NCCc2ccco2)cc1OC	-6%	-8%	-0.5	9%	-13
18	O=C(N/N=C/c1ccnc2ccccc12)c1ccccc1O	30%	15%	-3.9	-1%	-22
19	COc1ccc([C@H]2CC(=O)C=C(/C=C/c3ccccc3)C2)cc1OC	11%	5%	-0.7	2%	23
20	Cc1c(NS(=O)(=O)c2cc(NC(=O)CCN3CCCC(C)C3)ccc2Cl)c(=O)n(-c2ccccc2)n1C (stereo unspecified)	23%	0%	3.6	0%	-7
21	CC(C)[C@@H]1Cc2[nH][nH]c(=O)c2[C@H](C(C)C)O1	24%	-12%	0.5	-9%	1
22	Nc1c(Cl)cc(-c2csc(N3CCCC3c3nc4cc(Cl)c(N5CCCCC5)cc4n3CCOCCO)n2)cc1Cl (stereo unspecified)	?	-1%	-3.9	17%	-4
23	COc1ccc(-c2coc3c(CN4CCCCC4C)c(O)ccc3c2=O)cc1 (stereo unspecified)	-9%	0%	1.8	?	1
24	CC1=NN(c2ccccc2)C(=O)C1/C=C1\NC(=S)NC1=O (stereo unspecified)	?	11%	-0.4	-2%	-74*

nr	EPAC1 antagonist	Abeta rescue	PLK1 PBD inh	WRN inhibitor
13	2%	-2%	3%	0%
14	-29%	3%	-12%	-1%
15	-2%	11%	2%	-6%
16	12%	4%	2%	1%
17	10%	-9%	-1%	-1%
18	-16%	-8%	-12%	-17%
19	-9%	-8%	-4%	-1%
20	-4%	9%	4%	-19%
21	-1%	-12%	-1%	-1%
22	11%	19%	-3%	-2%
23	11%	-5%	-7%	6%
24	?	-24%	19µM*	28µM*

Continued, starting with the last four of the part before.
nr	Structure	FUS yeast rescue	EPAC1 ag	IL2 activator	aSyn rescue	PI5P4K alpha inh
21	CC(C)[C@@H]1Cc2[nH][nH]c(=O)c2[C@H](C(C)C)O1	24%	-12%	0.5	-9%	1
22	Nc1c(Cl)cc(-c2csc(N3CCCC3c3nc4cc(Cl)c(N5CCCCC5)cc4n3CCOCCO)n2)cc1Cl (stereo unspecified)	?	-1%	-3.9	17%	-4
23	COc1ccc(-c2coc3c(CN4CCCCC4C)c(O)ccc3c2=O)cc1 (stereo unspecified)	-9%	0%	1.8	?	1
24	CC1=NN(c2ccccc2)C(=O)C1/C=C1\NC(=S)NC1=O (stereo unspecified)	?	11%	-0.4	-2%	-74*
25	COc1ccc(-c2ccc(CN3C(C)C(=O)N(Cc4cn(CCC5OCCCO5)nn4)CCS3(=O)=O)cc2)cc1 (stereo unspecified)	44%	4%	-2.4	-1%	-13
26	CC(C)n1cc(CN2CCC(Oc3ccc(C(=O)N4CCCC4)cc3)CC2)cn1	10%	8%	1.4	-2%	-6
27	Cc1ccc(-c2cc(C(=O)N3N=C(C(F)F)CC3(O)C(F)F)c3ccccc3n2)cc1C (stereo unspecified)	38%	25%	-3.2	.	.
28	COCCn1c(C)cc(C(=O)CSc2ncnc3sc4c(c23)CCC4)c1C	13%	-5%	-0.9	1%	-5
29	Cc1ccc(S(=O)(=O)NNC(=O)C23CCC(CC2)C3)cc1	-27%	-7%	0.8	4%	-2
30	CCc1nc(N)c(C#N)c(-c2ccncc2)c1C	2%	5%	-1.3	0%	.
31	COc1cccc(NC(=O)N2CCN(C(=O)C(Cc3ccc(OC)c(OC)c3)NC(C)=O)CC2)c1 (stereo unspecified)	11%	0%	-0.3	1%	.
32	CCCCCN(C(=O)CCC(=O)OCC(=O)NCc1ccc(OC)cc1)c1c(N)n(CCCC)c(=O)[nH]c1=O	41%	5%	-2.1	0%	8
33	CC(=O)Nc1ccc(S(=O)(=O)N2CCC(NC(C)=O)(c3cccc(F)c3)CC2)cc1	18%	-12%	-1.6	-3%	3
34	CNC(=S)NNC(=O)c1sccc1C	-12%	-9%	2.6	4%	1
35	COc1ccc(-c2nc(-c3ccccc3)nc(N3CCN(C)CC3)c2C#N)cc1	21%	16%	-1.1	-2%	-2
36	COc1ccc(NC(=O)CNc2ccccc2N2CCCC2=O)cc1S(=O)(=O)N1CCOCC1	.	0%	-4.3	-5%	-26

nr	EPAC1 antagonist	Abeta rescue	PLK1 PBD inh	WRN inhibitor
21	-1%	-12%	-1%	-1%
22	11%	19%	-3%	-2%
23	11%	-5%	-7%	6%
24	?	-24%	19µM*	28µM*
25	-3%	1%	1%	1%
26	-7%	3%	-2%	-6%
27	?	-93%[inhibitor]	-4%	-8%
28	1%	-8%	-4%	0%[11.6 µM]
29	16%	6%	-3%	1%
30	7%	-4%	0%	6%
31	0%	14%	-6%	6%
32	13%	8%	-7%	-28%
33	7%	-10%	-5%	4%
34	6%	-5%	-5%	-28%[57.1 µM]
35	-1%	0%	-8%	5%
36	7%	6%	5%	-1%

2 compounds picked at random from those above:
nr	Structure	FUS yeast rescue	EPAC1 ag	IL2 activator	aSyn rescue	PI5P4K alpha inh
24	CC1=NN(c2ccccc2)C(=O)C1/C=C1\NC(=S)NC1=O (stereo unspecified)	?	11%	-0.4	-2%	-74*
8	NC(=O)c1nsc(C(=O)N(c2ccccc2)C(C(=O)NCc2ccc(F)cc2)c2ccc(O)cc2)c1N (stereo unspecified)	-1%	-2%	0.1	0%	5

nr	EPAC1 antagonist	Abeta rescue	PLK1 PBD inh	WRN inhibitor
24	?	-24%	19µM*	28µM*
8	18%	4%	0%	9%

New compounds follow.
nr	Structure	FUS yeast rescue	EPAC1 ag	IL2 activator	aSyn rescue	PI5P4K alpha inh
37	COc1ccc(C2=Nn3c(nnc3-c3ccco3)SC2)cc1OC	2%	4%	-3.4	-10%	0
38	COC(=O)c1ccc(CN2C(=O)NC3(CCC(C)CC3)C2=O)o1 (stereo unspecified)	-8%	1%	0.8	0%	-5
39	Cc1ccc(C)c(-n2nnnc2SCC(=O)NCCC2=CCCCC2)c1	24%	19%	-0.5	12%	.
40	COC(=O)[C@]12CCCCC=C1N(Cc1ccccc1)C(=O)[C@H](CC(=O)N1CCN(C(=O)c3ccco3)CC1)C2	?	4%	2.6	?	0
41	Cc1cccc(-n2c(-c3ccoc3C)n[nH]c2=S)c1	-4%	-3%	-1.8	-12%	2
42	COc1ccc(CNC(=O)C2(CC3CC(c4ccccc4)=NO3)CCN(C(=O)c3cccc(O)c3)CC2)cc1 (stereo unspecified)	?	-10%	0.8	-3%	0

nr	EPAC1 antagonist	Abeta rescue	PLK1 PBD inh	WRN inhibitor
37	1%	-22%	3%	-19%
38	2%	21%	1%	-1%
39	-17%	5%	1%	-18%
40	16%	-5%	-6%	4%
41	1%	30%	-9%	5%
42	-11%	-5%	-10%	-4%

Screening results (PubChem)
